# Screens as filed in PubChem BioAssay.
# Menin MLL FP TR = qHTS Assay for Inhibitors Targeting the Menin-MLL Interaction in MLL Related Leukemias: Competition With Texas Red Labeled MLL-derived Mutant Peptide; AID 1768, 2009; 270,000 tested, 0.23% active; Potency, µM (doses to about 61.6 µM), without a hit: at the top dose FP activity change, negative = inhibition, usual class: inhibitors; Menin + Texas Red MLL mutant peptide, fluorescence polarization; active means well fitted inhibition curve with a large enough effect in the polarisation, with a control signal flat, not every such curve was filed as active; inconclusive means small, poorly fitted or top-dose-only effect, or effect the other way, or a change in a side signal; inactive means no such curve, though single readings can be large or run the other way; the % refers to the polarisation; further: potency means the concentration at half of the fitted maximal effect; % of control where 0% means no effect; many of its hits are not listed in these tables
# Target sequence (O00255 whole entry, looked up): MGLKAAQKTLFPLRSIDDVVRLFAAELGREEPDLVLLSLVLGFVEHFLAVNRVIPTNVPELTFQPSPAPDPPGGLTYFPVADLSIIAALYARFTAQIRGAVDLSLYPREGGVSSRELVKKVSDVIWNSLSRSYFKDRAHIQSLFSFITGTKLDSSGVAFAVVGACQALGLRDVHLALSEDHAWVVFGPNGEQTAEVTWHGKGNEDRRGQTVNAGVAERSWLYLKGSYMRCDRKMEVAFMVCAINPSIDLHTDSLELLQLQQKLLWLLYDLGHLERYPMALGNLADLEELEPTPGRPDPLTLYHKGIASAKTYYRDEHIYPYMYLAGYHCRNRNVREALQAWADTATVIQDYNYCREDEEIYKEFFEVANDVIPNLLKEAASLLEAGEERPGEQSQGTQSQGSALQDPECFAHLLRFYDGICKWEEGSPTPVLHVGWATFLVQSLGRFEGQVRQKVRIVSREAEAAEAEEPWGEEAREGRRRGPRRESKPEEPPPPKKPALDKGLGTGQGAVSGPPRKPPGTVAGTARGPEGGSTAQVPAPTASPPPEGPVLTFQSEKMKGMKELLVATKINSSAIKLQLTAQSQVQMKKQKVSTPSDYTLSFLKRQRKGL
# KCNH2 3.1 block = qHTS for Inhibitors of KCHN2 3.1: Mutant qHTS; Potassium voltage-gated channel subfamily H member 2, brain isoform KCNH2 3.1 (human); U2OS KCNH2 3.1, thallium flux FluxOr; stronger effect = lower value; activity change, % (tested at about 1.8 µM); 340,000 tested, 0.95% active; AID 720553, 2013;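 active means maximum activity change below -70%; inconclusive means maximum activity change from -70% to -50%; inactive means maximum activity change above -50%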;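 further: thallium influx rate constant from kinetic fluorescence after stimulation buffer; on the % scale 0 is the no-effect control and ±100 the full control effect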
#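 U2OS cells transduced with KCNH2 3.1 mutant virus (1.77 x 10^8 /mL, 4 h), plated overnight at 37 C, loaded 45 min with FluxOr dye plus Red40 quencher. Thallium flux rate constant from kinetic reads after stimulation buffer, normalised to controls.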
# ELG1 repair inh = qHTS screen for small molecules that inhibit ELG1-dependent DNA repair in human embryonic kidney (HEK293T) cells expressing luciferase-tagged ELG1. HEK293T ELG1-luciferase reporter, luminescence, 16 h; DNA damage induced by 5-fluorouridine. Potency, µM (titrated, usually from 46.1 µM), for inactives: top-dose activity change, negative = inhibition, hits mostly inhibitors. 330,000 tested, 2.3% active. AID 504467, 2011; further: potency means the concentration at half of the fitted maximal effect; on the % scale 0 is the no-effect control and ±100 the full control effect; nearly all actives have a fitted effect of over 55% in size
#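 5-Fluorouridine DNA damage + compound/DMSO, 2,000 cells/well, 16 h, 37 °C/5% CO2. ONE-Glo, 30 min RT, luminescence. Readout = decrease in reporter signal.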
# PKM2 activator = qHTS Assay for Activators of Human Muscle isoform 2 Pyruvate Kinase | Pyruvate kinase PKM (Homo sapiens), P14618 | purified PKM2, Kinase-Glo ATP luminescence, activation; response scale: 0% is enzyme alone, no compound | Potency, µM (titrated, usually from 57.5 µM), for inactives: at the top dose activation, most hits filed as activators | 260,000 tested, 0.34% active | AID 1631, 2009; further: potency means the concentration at half of the fitted maximal effect; on the % scale 0 is the no-effect control and ±100 the full control effect; nearly all actives have a fitted effect of over 55% in size
#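 ATP formation by purified human PK-M2, quantified via coupled luciferase luminescence after 1 h at room temperature with 0.1 mM ADP and 0.5 mM PEP final.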
# RORgamma inh = qHTS for inhibitors of ROR gamma transcriptional activity; AID 2551, 2010; Drosophila S2 Gal4-RORgamma UAS-luciferase reporter, 20 h; 310,000 tested, 5.4% active; Potency, µM (highest dose often 53.6 µM), without a hit: at the highest dose activity change, negative = inhibition, most hits filed as inhibitors; further: potency means the concentration at half of the fitted maximal effect; on the % scale 0 is the no-effect control and ±100 the full control effect; nearly all actives have a fitted effect of over 60% in size
#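 Read-out: Photinus luciferase luminescence; inhibitors lower reporter signal. Insect Schneider cells with Gal4-ROR gamma fusion under metallothionein promoter, UAS reporter; 700 uM final copper sulfate induction, 20 hr, ambient temperature.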
# Rab9 promoter act = qHTS Assay for Rab9 Promoter Activators | AID 485297, 2010 | Huh7 Rab9 promoter-luciferase reporter, luminescence, 24 h | 320,000 tested, 2.8% active | Potency, µM (top dose mostly 9.22 µM), inactives show at the top dose activation, negative = inhibition, actives largely listed as activators; further: potency means the concentration at half of the fitted maximal effect; % of control where 0% means no effect; nearly all actives have a fitted effect of over 60% in size
#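 Huh7 reporter line, Rab9 promoter upstream of luciferase. Compound exposure 24 h at 37 °C in reduced-serum medium with 10% FBS. Read-out: luminescence.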
# MBNL1 CUG block = qHTS Assay for Inhibitors of MBNL1-poly(CUG) RNA binding | TR-FRET MBNL1-His/biotin-(CUG)12 binding, 665/545 ratio | Potency, µM (series often up to 57.5 µM), without a hit: at the top dose activity change, negative = inhibition, usual class: inhibitors | AID 2675, 2010 | Muscleblind-like protein 1 (Homo sapiens), Q9NR56 | 280,000 tested, 0.036% active; active means well fitted inhibition curve with a large enough effect in the signal ratio, with a control signal flat, not every such curve was filed as active; inconclusive means small, poorly fitted or top-dose-only effect, or effect the other way, or a change in a side signal; inactive means no such curve, though single readings can be large or run the other way; the % refers to the signal ratio; further: potency means the concentration at half of the fitted maximal effect; on the % scale 0 is the no-effect control and ±100 the full control effect
# Target sequence (Q9NR56 whole entry, looked up): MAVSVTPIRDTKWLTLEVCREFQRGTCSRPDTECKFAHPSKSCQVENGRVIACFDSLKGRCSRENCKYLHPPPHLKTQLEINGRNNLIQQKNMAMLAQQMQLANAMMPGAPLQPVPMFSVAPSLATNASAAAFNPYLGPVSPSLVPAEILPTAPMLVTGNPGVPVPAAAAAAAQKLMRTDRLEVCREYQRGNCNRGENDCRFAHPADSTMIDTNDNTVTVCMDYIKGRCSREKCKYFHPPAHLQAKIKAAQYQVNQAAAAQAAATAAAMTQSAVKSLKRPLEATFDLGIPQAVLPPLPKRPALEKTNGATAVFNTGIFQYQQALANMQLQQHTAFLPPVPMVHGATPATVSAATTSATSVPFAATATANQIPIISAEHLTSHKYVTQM
#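 Compound titration spanned 92 nM–58 uM against the MBNL1-His/biotin-(CUG)12 complex. After 60 min at room temperature with 5 nM streptavidin-XL665 and 0.055 ng/ul terbium anti-His, ratiometric 665/545 nm emission (Ex 340 nm) normalized to controls.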
# Mito fusion yeast = qHTS Assay for Small Molecule Inhibitors of Mitochondrial Division or Activators of Mitochondrial Fusion; 320,000 tested, 0.23% active; Potency, µM (doses to about 46.1 µM), inactives show at the top dose growth rescue (activation), usual class: activators; S. cerevisiae fusion-defective mutant growth rescue, CellTiterGlo 48 h; AID 485298, 2010;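 further: potency means the concentration at half of the fitted maximal effect; % of control where 0% means no effect; nearly all actives have a fitted effect of over 45% in size; temperature-sensitive fusion mutants such as fzo1-1 at 37 °C on non-fermentable ethanol glycerol medium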
#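 Temperature-sensitive fusion-defective S. cerevisiae (e.g. fzo1-1, mgm1-5) were grown with compound in YPEG medium (3% ethanol, 3% glycerol) for 48 hours at 37C. Growth rescue was measured as viability by CellTiterGlo luminescence after 10 minutes at ambient.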
# FLuc counter = qHTS profiling assay for firefly luciferase inhibitor/activator using purifed enzyme and Km concentrations of substrates (counterscreen for miR-21 project); Luciferin 4-monooxygenase (Photinus pyralis), P08659; purified FLuc, Km substrates, luminescence inhibition; Potency, µM (doses to about 57.5 µM), for the others: top-dose activity change, negative = inhibition, most hits filed as inhibitors; 360,000 tested, 6.9% active;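 further: potency means the concentration at half of the fitted maximal effect; plate controls were vehicle for no effect and reference inhibitor for full effect; nearly all actives have a fitted effect of over 55% in size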
#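 Purified P. pyralis luciferase, 10 nM final, with Km-level 10 uM D-luciferin and 10 uM ATP in 50 mM Tris acetate pH 7.5, 10 mM Mg acetate, 0.01% Tween-20, 0.05% BSA; 6-point qHTS titration about 60 µM downward; luminescence read.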
# NPC1 promoter act = qHTS Assay for NPC1 Promoter Activators; Huh7 NPC1 promoter luciferase reporter, 24 h; Potency, µM (titrated, usually from 9.22 µM), without a hit: at the highest dose activation, usual class: activators; 320,000 tested, 2.4% active;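 further: potency means the concentration at half of the fitted maximal effect; % of control where 0% means no effect; nearly all actives have a fitted effect of over 60% in size; reporter is driven by a mutant NPC1 promoter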
#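 Huh7 reporter cells (NPC1 promoter driving luciferase) are dosed with compound for 24 h at 37 °C, 5% CO2; luciferase detection reagent is then added and luminescence measured after 10 min at ambient temperature.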
# VP16 counter = VP16 counterscreen qHTS for inhibitors of ROR gamma transcriptional activity; Drosophila S2 Gal4-VP16 UAS-luciferase, luminescence, 20 h; Potency, µM (doses to about 53.6 µM), without a hit: at the top dose activity, negative = inhibition, usual class: inhibitors; 310,000 tested, 3.5% active; AID 2546, 2010;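 further: Gal4-VP16 expression switched on by copper sulfate through the metallothionein promoter; potency means the concentration at half of the fitted maximal effect; on the % scale 0 is the no-effect control and ±100 the full control effect; nearly all actives have a fitted effect of over 50% in size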
# * = called active by the depositor; ? = inconclusive; . = no result given; & = joins results of further samples; ! = repeats disagree; [ ] = another dose, or the depositor's remark. Unless noted, the call rests on the fitted dose curve; in most records, active means well fitted curve in the direction sought with a large enough effect; inconclusive means small, poorly fitted or top-dose-only effect, or another doubt; inactive means no such curve, though single readings can be large; an effect the other way counts as inactive or inconclusive. This is a subset; count on the stated rates, not on these rows.
SMILES,Menin MLL FP TR,KCNH2 3.1 block,ELG1 repair inh,PKM2 activator,RORgamma inh,Rab9 promoter act,MBNL1 CUG block,Mito fusion yeast,FLuc counter,NPC1 promoter act,VP16 counter
CC1=[N+](C)c2ccc3ccccc3c2C1(C)C,?,1.3,6.9%,-7.1%,?,-2.5%,107.1%[activator],4.1%,-0.6%,-1.3%,2.51µM*
Cc1onc(-c2ccccc2)c1C(=O)Nc1ccc(S(=O)(=O)NC2=NCCCCC2)cc1,11.3%,4.6,3.2%,-33.0%,24.5%,-0.5%,-6.0%,-0.8%,-2.1%,0.2%,6.8%
Cc1ccc(S(=O)(=O)CC(=O)Nc2nnc(C)s2)cc1,6.3%,-12.4,-1.7%,-4.5%,6.4%,-2.7%,-3.6%,3.0%,0.5%,-4.4%,0.5%
CCCCNC(=S)NNC(=O)c1csc(C)c1,14.3%,1.2,-1.2%,6.5%,-13.8%,-1.5%,7.8%,-5.2%,0.1%,0.7%,-10.6%
C#CCOC(=O)CCCNc1ccc([N+](=O)[O-])cc1[N+](=O)[O-],17.4%,-10.4,-0.4%,10.3%,-1.8%,-2.5%,?,-0.6%,-1.0%,-3.5%,1.1%
COc1ccccc1NS(=O)(=O)c1cccc(NC(=O)Nc2cccc(Cl)c2)c1,?,-36.2,?,-2.0%,?,-4.5%,?,0.1%,?,-0.6%,?
COC(=O)c1ccc(Oc2nc(Nc3ccc(F)cc3)nc(N3CCCC3)n2)cc1,29.9%,-18.8,?,7.2%,1.4%,-3.9%,2.0%,-1.9%,5.9%,-1.9%,8.2%
Cc1c(C)n(C(=O)CN2CCN(c3ccccn3)CC2)c2ccccc12,?,-0.6,-11.9%,3.8%,6.4%[0.365 µM],-2.0%,-4.1%,4.4%,-2.3%,1.3%,.
COc1ccccc1-c1nnn(C/C(N)=N/O)n1,0.4%,-20.2,6.1%,-0.2%,-4.3%[10 µM],-3.5%,.,-12.0%,-0.1%,-4.5%,-4.7%
CCCCNS(=O)(=O)c1cccc(S(=O)(=O)N2CCCC2)c1,-1.4%,-18.1,-16.7%,-0.7%,28.6%,3.6%,-7.9%,0.4%,7.3%,10.4%,11.8%
O=C(NC1CCCCC1)C(c1ccccc1)N(Cc1ccco1)C(=O)Cn1cnc2ccccc21 (stereo unspecified),-13.2%,25.0,-11.0%,1.5%,-8.9%,-4.6%,?,2.6%,0.1%,-1.8%,6.9%
O=C(NN=C1CCN(Cc2ccccc2)CC1)C(O)c1ccccc1 (stereo unspecified),4.7%,-1.9,1.6%,3.1%,-22.5%,-5.1%,-15.5%,-1.8%,5.8%,0.8%,7.7%
COc1ccc(S(=O)(=O)N2CCCCC2)cc1NS(=O)(=O)c1ccccc1F,0.3%,-4.2,-1.5%,-0.6%,17.5%,-1.9%,-2.4%,-0.9%,-19.6%,-7.6%,-0.3%
O=C(COC(=O)c1ccc([N+](=O)[O-])cc1Cl)Nc1cccnc1Cl,.,8.3,8.0%,.,.,-5.3%,.,-4.2%,-7.0%,-1.1%,.
CC(=O)N=c1sc2nc3ccccc3nc2n1N(C(C)=O)C(C)=O,-20.6%,9.4,4.7%,-3.6%,10µM*,1.0%,?,-1.7%,2.4%[2.3 µM],-0.1%,?
COc1ccc(C(CNC(=O)c2c(C)nn(Cc3ccccc3)c2Cl)N2CCOCC2)cc1 (stereo unspecified),.,18.1,?,.,.,0.8%,.,-1.3%,1.2%,-0.9%,.
CCOc1ccc(OCC(=O)OCc2csc(CC(=O)Nc3ccccc3C)n2)cc1,.,-17.1,?,.,.,-2.6%,.,-8.1%,3.6%,2.1%,.
COc1ccc(CN2CC(C(=O)N3CCOCC3)CC2=O)cc1 (stereo unspecified),-8.8%,7.7,-0.1%,-1.0%,17.2%,1.3%,8.7%,0.6%,1.3%,-0.3%,-0.7%
Cc1ccccc1CC(=O)N1CCN(S(=O)(=O)c2cccs2)CC1,.,-9.2,1.0%,29.7%,18.7%,1.0%,-3.7%,-4.6%,-2.3%,-1.6%,-4.3%
CCOC(=O)C1CCCN(C(=O)c2sc3nc(-c4ccc(OC)cc4)cn3c2C)C1 (stereo unspecified),.,-12.2,?,-1.8%,-0.6%,1.9%,-5.4%,2.7%,?,-6.0%,-7.1%
CCCNC(=O)c1ccccc1NS(=O)(=O)c1ccc(OC)c(OC)c1,-4.6%,-0.5,7.1%,1.0%,-10.6%,8.7%,-27.1%,6.7%,0.0%,1.1%,4.9%
Nc1ccc(Oc2ncccn2)c(Cl)c1,-4.3%,13.9,15.1%,.,3.6%,8.6%,-1.7%,2.9%,-11.6%,8.8%,9.5%
CC(C)OC(=O)Cn1cnc2ccc(Br)cc2c1=O,1.1%,10.6,?,1.4%,-0.1%,-7.7%,-7.9%,-2.6%,-0.8%,-4.7%,8.7%
CCc1nnc2c(NCCc3ccc(OC)c(OC)c3)nc3ccccc3n12,-23.6%,11.2,1.3%,.,9.9%,-2.7%,6.2%,-7.2%,-17.3%,-1.7%,2.3%
COC(=O)c1cccc(NC(=O)NC(=O)c2ccccc2Cl)c1,.,3.4,?,?,?,0.355µM*,-13.5%,0.4%,10.7µM*,1.26µM*,-12.6%
SMILES,Menin MLL FP TR,KCNH2 3.1 block,ELG1 repair inh,PKM2 activator,RORgamma inh,Rab9 promoter act,MBNL1 CUG block,Mito fusion yeast,FLuc counter,NPC1 promoter act,VP16 counter
Cc1ccc(S(=O)(=O)N2CCC(C(=O)NCCCOC(C)C)CC2)cc1,10.6%,4.0,-13.1%,-3.7%,-16.6%,3.2%,-0.9%,-0.1%,-0.5%,-2.2%,2.7%
CCC1(C)Cc2c(C#N)c(N)n(-c3ccccc3)c(=S)c2CO1 (stereo unspecified),-9.5%,-13.4,-8.7%,-2.4%,-7.7%,-2.8%,-17.7%,0.6%,-1.0%,-2.9%,-3.5%
CN(CC(=O)NCCc1ccc(F)cc1)Cc1ccccc1,?,5.2,14.0%,-1.4%,22.7%,-1.2%,-8.3%,0.9%,-0.3%,-0.9%,-17.5%
COc1ccc(-c2csc(N3CCN(Cc4ccc5c(c4)OCO5)CC3)n2)cc1,8.7%,-4.2,-5.8%,3.7%,-0.7%,-0.5%,7.4%,-6.6%,-1.1%,0.3%,0.1%
O=C(c1cccs1)N1CCN(C(=O)C(c2ccccc2)c2ccccc2)CC1,-10.5%,6.8,-5.8%,-1.1%,-1.2%,0.5%,2.2%,0.9%,-0.7%,-4.7%,0.8%
CCC(=O)NC(Nc1cc(C)cc(C)n1)(C(F)(F)F)C(F)(F)F,-0.1%,1.2,4.8%,-4.8%,-11.1%,-5.8%,-1.2%,-0.6%,0.0%,-6.7%,4.3%
CC(=O)Oc1ccc(-c2ccc(C(=O)Nc3cccc(S(=O)(=O)N4CCOCC4)c3)cc2)cc1,?,-13.3,?,0.7%,27.5%,2.4%,8.2%,-0.2%,0.8%,-5.7%,-11.2%
CC(C)C(c1nnnn1C1CCCC1)N1CCN(c2ccccc2F)CC1 (stereo unspecified),-4.2%,-9.9,0.0%,0.5%,-3.7%,-4.1%,-4.9%,?,1.2%,-0.7%,-15.8%
Cc1nc2cc(C(F)(F)F)ccc2n1CCNc1nc(-c2ccc(F)cc2)cs1,?,5.9,9.2%,6.4%,?,-4.5%,-0.4%,-8.1%,-14.2%,-5.8%,?
CCOC(=O)CSc1nnc(-c2ccc([N+](=O)[O-])cc2)o1,14.1%,6.6,17.0%,-1.1%,14.7%,-5.1%,?,5.3%,-18.0%,-4.2%,-20.9%
NC(=O)C1CCN(c2nc(-c3ccc(F)cc3)cs2)CC1,.,.,?,.,.,1.41µM*!,.,-7.8%&-5.6%,2.0%,2.24µM*!,.
O=C(NC(Cc1ccccc1)C(=O)O)/C(=C/c1ccco1)NC(=O)c1cccc([N+](=O)[O-])c1 (stereo unspecified),-12.1%,8.5,-4.6%,2.1%,3.6%,-3.5%,?,1.4%,-17.1%,-4.8%,-0.4%
